Screening data from PubChem.
Avidin fluor – compound fluoresces at 488/530 nm on avidin beads; compound fluorescence 488/530 nm, flow cytometry; hits give high values; fluorescence (KMESF) at 10 µM; 0.38% of 220,000 active; AID 1775; in the data active = fluorescence above about 47; note: inactives centre near 10
RGS4-Gao reg – human RGS4-Galphao interaction regulation; 0.33% of 220,000 active; binding response (% of control), % at 10 µM; Multiplexed bead flow cytometry, RGS4-Galphao binding; actives lie on both sides; AID 1415; P09471; in the data active = binding response below about 49% or above about 150%; inactive = in between;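 note: fluorescent Galphao activated with aluminum fluoride binding bead-coupled RGS4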
Target sequence (P09471 whole entry, looked up): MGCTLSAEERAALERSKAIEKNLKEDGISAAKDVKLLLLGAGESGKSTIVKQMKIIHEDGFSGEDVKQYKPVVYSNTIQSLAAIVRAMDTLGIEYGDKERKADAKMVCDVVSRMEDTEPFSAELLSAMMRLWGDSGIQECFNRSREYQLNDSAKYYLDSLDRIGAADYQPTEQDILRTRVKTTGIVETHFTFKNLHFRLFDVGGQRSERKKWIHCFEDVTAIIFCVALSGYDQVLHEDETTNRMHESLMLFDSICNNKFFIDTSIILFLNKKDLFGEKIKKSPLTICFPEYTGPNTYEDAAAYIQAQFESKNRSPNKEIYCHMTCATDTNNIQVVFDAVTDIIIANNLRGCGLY
RGS7-Gao reg – modulates binding of RGS7 to human Galphao | P09471 | Multiplexed bead flow cytometry; actives lie on both sides | binding response (% of control), % at 10 µM | 0.35% of 220,000 active; in the data active = binding response below about 49% or above about 150%; inconclusive = no clear call, values can overlap the other calls; inactive = in between;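 note: fluorescent Galphao held in activated GDP-AlF4 state binding bead-coupled RGS7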
Starred values were filed as active, the others as inactive; ? = inconclusive; . = no result given. An excerpt; count on the stated rates, not on these rows.

Sample of the layout, 6 compounds:
SMILES	Avidin fluor	RGS4-Gao reg	RGS7-Gao reg
CCCCNC(=O)CN1C(=O)CN=C(c2ccccc2)c2ccccc21	.	98	?
COc1ccc(CN2C(=O)NC(=O)/C(=C/c3ccc(OC)c(OC)c3OC)C2=O)cc1	5	89	?
O=C(Cc1ccc([N+](=O)[O-])cc1)N1CCN(Cc2ccc3c(c2)OCO3)CC1	7	98	?
C/C(=N\NP(=S)(c1ccccc1)c1ccccc1)c1ccc(O)cc1O	12	102	?
CC1(C)Cc2c(C#N)c(N3CCNCC3)nc(-c3ccco3)c2CS1	8	105	?
O=C1NC(=O)N(c2ccccc2)C(=O)/C1=C\C=C\c1ccccc1	3	97	?

Main list, from the start:
SMILES	Avidin fluor	RGS4-Gao reg	RGS7-Gao reg
CCCCNC(=O)CN1C(=O)CN=C(c2ccccc2)c2ccccc21	.	98	?
COc1ccc(CN2C(=O)NC(=O)/C(=C/c3ccc(OC)c(OC)c3OC)C2=O)cc1	5	89	?
O=C(Cc1ccc([N+](=O)[O-])cc1)N1CCN(Cc2ccc3c(c2)OCO3)CC1	7	98	?
C/C(=N\NP(=S)(c1ccccc1)c1ccccc1)c1ccc(O)cc1O	12	102	?
CC1(C)Cc2c(C#N)c(N3CCNCC3)nc(-c3ccco3)c2CS1	8	105	?
O=C1NC(=O)N(c2ccccc2)C(=O)/C1=C\C=C\c1ccccc1	3	97	?
O=c1oc2ccccc2c(O)c1[C@H]1c2ccc(O)cc2Oc2c1c(=O)oc1ccccc21	7	98	?
Cc1cc(/C=C2\C(=O)NC(=O)N(Cc3ccco3)C2=O)c(C)n1-c1ccc(C(=O)O)cc1	7	95	?
O=C(N/N=C/c1c(O)n(CCc2ccccc2)c(=O)[nH]c1=O)c1ccccc1O	8	100	?
NNP(=O)(CC(=O)c1ccccc1)c1ccccc1 (stereo not drawn)	8	97	?
NCCc1c[nH]c2ccc(OCc3ccccc3)cc12	7	99	?
CC1CCN(c2cc(Br)c([N+](=O)[O-])cc2F)CC1	8	96	?
CCC(=NCC1CCCO1)c1c(O)n(-c2ccc(OC)cc2)c(=O)[nH]c1=O (stereo not drawn)	7	101	?
Cn1c(O)c(C(=Nc2ccccc2)SCc2ccccc2Cl)c(=O)n(C)c1=O	6	106	?
O=c1c2ccccc2nc(/C=C/c2ccc(O)cc2)n1-c1ccccc1O	2	102	?
CN1CCC2(O)OCCCC2C1 (stereo not drawn)	7	101	?
CN1C(=O)C(=Cc2coc3ccccc3c2=O)C(=O)N(C)C1=O	8	110	?
CCOP(=O)(Cc1ccc(C(=O)CC)o1)OCC	9	100	?
O=[N+]([O-])c1cc([As](=O)(O)c2ccc(O)c([N+](=O)[O-])c2)ccc1O	5	95	?
O=C1/C(=C\c2ccccc2)C2OCC=C3CN4CCC56c7ccccc7N1C5C2C3CC46 (stereo not drawn)	10	102	?
CC1CC(OC(=O)c2ccccc2)(c2ccccc2)C(C)CN1C (stereo not drawn)	7	106	?
CN1C2CCC1C(COC(=O)c1ccccc1)C(O)C2 (stereo not drawn)	7	95	?
COc1cc(O)c(C(=O)O)c(-c2cc(O)c(O)cc2C)c1	7	91	?
CNC(=O)O/N=C(\N)Cc1csc2ccccc12	6	97	?
NC(Cc1nc2ccccc2[nH]1)c1ccc(Cl)cc1 (stereo not drawn)	10	116	?

Other compounds:
SMILES	Avidin fluor	RGS4-Gao reg	RGS7-Gao reg
Cc1cc(OC(=O)N(C)C)nc(-c2ccc(C)c(Cl)c2)n1	7	100	?
CCOC(=O)C(O)(c1ccc(NC(=O)NC)cc1)C(F)(F)F (stereo not drawn)	5	103	?
O=c1[nH]c(=O)n(-c2ccc(F)cc2)c(O)c1C=NCCN1CCCCC1	6	98	?
Cc1ccc2c(c1)C1CN(C)CCC1N2C(=O)c1cccnc1Cl (stereo not drawn)	7	103	?
Cc1ccc2c(c1)=NC(=O)/C(=C/c1c(O)[nH]c(=O)[nH]c1=O)C=2	6	89	?
O=c1[nH]c(=O)n(CCC2=CCCCC2)c(O)c1/C=N/Nc1cccc2ccccc12	8	96	?
CNC(=S)N(C)CCc1cc2c(c(OC)c1/C=C1/C(=O)NC(=O)N(C)C1=O)OCO2	8	104	?
O=C(N/N=C/c1c(O)n(CCc2ccccc2)c(=O)[nH]c1=O)c1ccccc1	3	89	?
CC/C(=N\Nc1ccccc1)c1c(O)n(-c2ccc(OC)cc2)c(=O)[nH]c1=O	8	106	?
COC(=O)c1cccc(N=Cc2c(O)n(Cc3ccc(F)cc3)c(=O)[nH]c2=O)c1	8	99	?
COc1ccccc1N1CCNCC1	7	102	?
CN1C(=O)/C(=C/C=C/c2ccco2)C(=O)NC1=S	9	103	?
Cc1ccc(-n2c(O)c(C=NCc3ccco3)c(=O)[nH]c2=S)cc1C	8	98	?
CS(=O)(=O)NNP(=O)(NNS(C)(=O)=O)NC(=O)c1ccccc1	7	98	?
CCCC[N+]12CCC(CC1)C(Cc1ccccc1)C2 (stereo not drawn)	9	94	?
CC(=NCC1CCCO1)c1c(O)n(-c2ccccc2C)c(=O)[nH]c1=O (stereo not drawn)	4	101	?
C[N+]12CCC(CC1)C(C(O)(c1cccc(Cl)c1)c1cccc(Cl)c1)C2 (stereo not drawn)	4	102	?
CCC(=NCc1cccnc1)c1c(O)n(-c2ccccc2C)c(=O)[nH]c1=O	9	86	?
O=C(O)CC1OCC=C2CN3CCC45C6=CC(=O)C(=O)C([N+](=O)[O-])=C6NC4C1C2CC35 (stereo not drawn)	2	46*	?
CCOP(=O)(OCC)/C(C#N)=C/c1ccc(Br)cc1	3	106	?
COc1ccccc1[As](=O)(O)CC(O)COc1ccc(Cl)cc1Cl (stereo not drawn)	11	100	?
c1nc2nc3c(c(N4CCNCC4)n2n1)CCCC3	8	99	?
CCOP(=O)(OCC)C(NC(=O)c1cccc(C)c1)C(Cl)(Cl)Cl (stereo not drawn)	21	110	?
COC(=O)CN1C(=O)CN=C(c2ccccc2Cl)c2cc(Br)ccc21	4	101	?
O=c1[nH]c(=O)n(-c2ccc(Br)cc2)c(O)c1C=NC(CO)(CO)CO	8	100	?

Part of the list above in order of count of non-hydrogen atoms, ascending.
SMILES	Avidin fluor	RGS4-Gao reg	RGS7-Gao reg
Cc1cc(OC(=O)N(C)C)nc(-c2ccc(C)c(Cl)c2)n1	7	100	?
C[N+]12CCC(CC1)C(C(O)(c1cccc(Cl)c1)c1cccc(Cl)c1)C2 (stereo not drawn)	4	102	?
O=C(O)CC1OCC=C2CN3CCC45C6=CC(=O)C(=O)C([N+](=O)[O-])=C6NC4C1C2CC35 (stereo not drawn)	2	46*	?

Continuation:
SMILES	Avidin fluor	RGS4-Gao reg	RGS7-Gao reg
CNC(=O)O/N=C(\N)Cc1csc2ccc(Cl)cc12	6	110	?
Cc1ccc(C)c(NC(=S)NCCc2cnc[nH]2)c1	7	101	?
COCc1cc(OC(=O)N(C)C)nc(-c2ccccc2)n1	5	108	?
C=CCn1c(O)c(C(C)=NC2CCN(Cc3ccccc3)CC2)c(=O)[nH]c1=O	18	92	?
O=c1[nH]c(=O)n(CCc2ccc(F)cc2)c(O)c1/C=N/N1CCCCC1	12	105	?
CCn1c(O)c(N=Nc2cccc(S(=O)(=O)N3CCOCC3)c2)c(=O)n(CC)c1=S	8	98	?
COc1ccc(-c2nn(CCC#N)cc2C(=O)Nc2ccccc2Br)cc1[N+](=O)[O-]	9	94	?
CC1(C)N2CC3([N+](=O)[O-])CN1CC([N+](=O)[O-])(C2)C3	7	104	?
CC(=O)Nc1cccc([As](=O)(c2cccc(NC(C)=O)c2)c2cccc(NC(C)=O)c2)c1	4	101	?
O=C1NC(=O)C(=Cc2ccc(Sc3ccccc3)o2)C(=O)N1	9	94	.
C=CCn1c(O)c(C(CC)=NCc2ccc3c(c2)OCO3)c(=O)[nH]c1=O	5	109	?
COc1cc(CN=C(C)c2c(O)n(C3CCCCC3)c(=O)[nH]c2=O)cc(OC)c1	4	105	?
Cc1ccc(C(=O)N[C@@H](C)CN2C3=NC[C@H](Cc4ccccc4)N3C[C@H]2Cc2ccc(O)cc2)cc1Br	7	73	?
C=CCn1c(O)c(C=NC2CCN(Cc3ccccc3)CC2)c(=O)[nH]c1=O	8	102	?
O=C1NC(=O)C(=C/C=C/c2coc3ccc(Br)cc3c2=O)C(=O)N1	4	94	?
COc1nc(NCC2CCCO2)nc(N2CC3CC(C2)c2cccc(=O)n2C3)n1 (stereo not drawn)	8	105	?
CCOP(=O)(Cc1cc(C(C)=O)c(C)o1)OCC	7	99	?
CCCCCCn1c(=O)c(C(=O)Nc2c(C)n(C)n(-c3ccccc3)c2=O)c(O)c2ccccc21	9	96	?
COc1ccc(OC)c(-n2c(O)c(/C=C3\C(C)=Nc4ccccc43)c(=O)[nH]c2=O)c1	8	92	?
O=C(NC1CCCCC1)Oc1cc2oc(=O)sc2cc1Cl	7	99	?
c1ccc(CNc2c3c(nc4ccccc24)CCC3)cc1	6	100	?
CNC(=S)N(C)CCc1cc2c(c(OC)c1C=C1C(=O)NC(=O)NC1=O)OCO2	6	106	?
CC(C(=O)c1c[nH]c2ccccc12)N1CCN(C(=O)c2ccco2)CC1 (stereo not drawn)	3	103	?
O=C(N[C@H]1CP(=O)(Oc2ccccc2)O[C@H](COCc2ccccc2)[C@H]1O)C(Cl)(Cl)Cl (stereo partly drawn)	8	100	?
CCN(CC)CCN=Cc1c(O)n(Cc2ccco2)c(=O)[nH]c1=O	6	96	?

Single records, from the list above. Values in the order: Avidin fluor | RGS4-Gao reg | RGS7-Gao reg
`Cc1ccc(C(=O)N[C@@H](C)CN2C3=NC[C@H](Cc4ccccc4)N3C[C@H]2Cc2ccc(O)cc2)cc1Br` as listed: 7 | 73 | ?
`COc1ccc(-c2nn(CCC#N)cc2C(=O)Nc2ccccc2Br)cc1[N+](=O)[O-]` as listed: 9 | 94 | ?
`CNC(=S)N(C)CCc1cc2c(c(OC)c1C=C1C(=O)NC(=O)NC1=O)OCO2` as listed: 6 | 106 | ?

Additional structures follow.
SMILES	Avidin fluor	RGS4-Gao reg	RGS7-Gao reg
COc1ccc(O)c2c(=O)c3c(OC)cc4c(c3oc12)C1C=COC1O4 (stereo not drawn)	6	103	?
C=CCn1c(O)c(C(CC)=NCc2ccco2)c(=O)[nH]c1=O	8	102	?
NNCc1cccc(O)c1	5	101	?
CC(C)(C#CCCCCC#CC(C)(C)[N+](C)(C)C)[N+](C)(C)C	8	102	?
CSc1ccc(C(=O)C2CCCN(Cc3ccn[nH]3)C2)cc1 (stereo not drawn)	5	110	?
COc1ccc2c(c1)C13CCCC[C@@H]1C(C2)N(C)CC3 (stereo partly drawn)	10	98	?
COc1ccc(-n2c(O)c(/C(C)=N/N3CCCCCC3)c(=O)[nH]c2=O)cc1	8	101	?
CCC(=NCc1cccnc1)c1c(O)n(-c2ccc(Cl)cc2)c(=O)[nH]c1=O	17	101	?
C=CCn1c(O)c(/C(C)=N/N2CCCCC2)c(=O)[nH]c1=O	8	96	?
Cc1ccc(CN2CCCC(C(=O)c3ccc4c(c3)OCO4)C2)cc1C (stereo not drawn)	9	106	?
CC(=O)OC[C@]12CCC(C)=C[C@H]1O[C@@H]1[C@H](O)[C@@H](OC(C)=O)[C@@]2(C)[C@]12CO2	9	98	?
Oc1cccc2nc3ccccc3nc12	6	109	?
Cc1cccn2c(=O)c3c(nc12)N1CCCCCC1C1(C3)C(=O)N(C)C(=O)N(C)C1=O (stereo not drawn)	6	102	?
O=C(N/N=C/c1c(O)n(Cc2ccco2)c(=O)[nH]c1=O)c1ccccc1O	8	100	?
NC(=O)c1ccc(N=Cc2c(O)n(Cc3ccco3)c(=O)[nH]c2=O)cc1	7	98	?
CCCCC(=O)N/N=C/c1c(O)n(Cc2ccc(F)cc2)c(=O)[nH]c1=O	8	103	?
CCOc1ccc(-c2cc(C)[n+](CCN(CC)CC)c(-c3ccc(OCC)cc3)c2)cc1	5	100	?
Cn1c(O)c(/C=N/N2CCOCC2)c(=O)[nH]c1=S	6	92	?
O=c1[nH]c(=S)n(C2CC2)c(O)c1C=NCCN1CCOCC1	8	101	?
O=C1NC(=S)NC(=O)C1=Cc1cccc2cc3ccccc3cc12	8	97	?
COc1cc(C=C2C(=O)NC(=O)NC2=O)cc(OC)c1OC	7	96	?
CCC1C(c2ccccc2)NC(c2ccccc2)CC1(O)c1ccc(F)cc1 (stereo not drawn)	4	100	?
CCC(=Nc1ccc2c(c1)CCC2)c1c(O)n(-c2ccc(OC)cc2)c(=O)[nH]c1=O	8	100	?
CC(=NCc1ccc2c(c1)OCO2)c1c(O)n(-c2ccccc2)c(=O)[nH]c1=O	9	101	?
COC(=O)NC(=C(Cl)Cl)P(=O)(c1ccccc1)c1ccccc1	6	99	?

The list goes on:
SMILES	Avidin fluor	RGS4-Gao reg	RGS7-Gao reg
COP(=O)(Cc1ccc(C#N)o1)OC	7	99	?
NNC(=O)CN1C(=O)CN=C(c2ccccc2)c2cc(Br)ccc21	9	99	?
CCC(C)n1c(O)c(/C=N/Nc2nc3c(c(=O)n(C)c(=O)n3C)n2C)c(=O)[nH]c1=S (stereo not drawn)	8	98	?
CCCCCCC(=O)N/N=C/c1c(O)n(C2CC2)c(=S)[nH]c1=O	11	92	?
COc1cc(/C=C/c2nc3ccccc3c(=O)n2-c2cccc(O)c2)ccc1O	8	99	?
CCOP(=O)(Cc1cc(C(=O)CC)c(C)o1)OCC	6	95	?
O=C1NC(=O)N(c2ccc3c(c2)OCO3)C(=O)/C1=C\c1ccc(-c2ccccc2C(=O)O)o1	2	97	?

Random excerpt: two records from the list
SMILES	Avidin fluor	RGS4-Gao reg	RGS7-Gao reg
COc1cc(/C=C/c2nc3ccccc3c(=O)n2-c2cccc(O)c2)ccc1O	8	99	?
CCC(C)n1c(O)c(/C=N/Nc2nc3c(c(=O)n(C)c(=O)n3C)n2C)c(=O)[nH]c1=S (stereo not drawn)	8	98	?
